Bioassay records from PubChem.
RmlC RmlD mix = inhibitors of RmlC and RmlD coupled enzymes; RmlC/RmlD coupled enzyme inhibition, 384-well mixture HTS; inhibition, % at 5.5 µM; hit rate 0.39% among 110,000; AID 1532; in the data active = inhibition above about 30%, passing the limit was not always enough; inconclusive = no clear call, values can overlap the other calls; also: strong numbers were not always called active
HIV RNase H inh = blocks HIV-1 RNase H cleavage of RNA/DNA duplex. RT-RNase H RNA/DNA duplex cleavage, fluorescence. hit rate 1.9% among 65,000. inhibition, % at 10 µM. P04585; in the data active = inhibition above about 50%
Numbers without * were called inactive; i = inactive; ? = inconclusive; · = no result given. A portion of the library; rates above refer to the full screens.

SMILES	RmlC RmlD mix	HIV RNase H inh
O=C(c1ccc(Cl)cc1)c1ccc(OCC(O)CN2CCCCC2)cc1 (centres undefined)	-12	·
O=C1C2ON(c3ccc(Br)cc3)C(c3cccnc3)C2C(=O)N1C1CCCCC1 (centres undefined)	·	64*
Cn1c(COc2ccccc2)nnc1SCC(=O)Nc1ccc(S(N)(=O)=O)cc1	9	·
O=C(c1cccc(Cl)c1)N1CCCC(C(=O)N2CCCCCC2)C1 (centres undefined)	4	-12
Cc1cc2ccccc2c(=O)[nH]1	-227	-7
O=C1/C(=C\c2ccc(Br)o2)SC(=Nc2ccccc2)N1c1ccccc1	?	·
Cc1cc(S(=O)(=O)NCC(=O)O)ccc1F	2	-2
COc1ccc(S(=O)(=O)N2CCC(C(=O)N3CCc4ccccc4C3)CC2)cc1	-6	-1
c1ccc(-c2nnc3sc(-c4ccncc4)nn23)cc1	-7	27
CCCCNC(=S)NNC(=O)c1nn(C)cc1Cl	-6	·
Cc1cc(=O)[nH]c(SCC(=O)Nc2nc(-c3ccccc3)cs2)n1	·	-1
O=C(C1CCN(S(=O)(=O)c2cccc3cccnc23)CC1)N1CCN(c2ccccc2)CC1	7	-24

Part of the list above in order of molecular weight, smallest number first.
SMILES	RmlC RmlD mix	HIV RNase H inh
Cc1cc2ccccc2c(=O)[nH]1	-227	-7
Cn1c(COc2ccccc2)nnc1SCC(=O)Nc1ccc(S(N)(=O)=O)cc1	9	·
O=C(C1CCN(S(=O)(=O)c2cccc3cccnc23)CC1)N1CCN(c2ccccc2)CC1	7	-24

Going on with the list:
SMILES	RmlC RmlD mix	HIV RNase H inh
Cc1ccc2c(c1)C1(OCCO1)C(=O)N2	1	·
CC(C)N(c1ccccc1)c1ncnc(NCCC(=O)O)c1[N+](=O)[O-]	2	·
COc1ccc(NC(=O)CSc2nnc(Cc3ccccc3)o2)c(OC)c1	-10	-28
CCN1CN=C(NS(=O)(=O)c2ccc(C)cc2)NC1	6	·
CCOCC(=O)Nc1ccc(C)c(Cl)c1	21	·
COc1ccc(/C=C/C(=O)c2ccc(O)cc2)cc1	1	·
COc1ccc(OC)c(C2=Nn3c(nnc3-c3ccco3)SC2)c1	i	-11
Cn1cccc1C(=O)OCc1csc(-c2ccccc2)n1	-6	-12
CCc1c(C)nc2ccc(Br)cc2c1Cl	-6	·
CCOC(=O)C1=C2SCCN2C(=O)C(C#N)C1(C)C (centres undefined)	4	-10
Cc1ccc(-c2nc(CS(=O)CC(=O)NC3CCCC3)c(C)o2)cc1 (centres undefined)	8	0
CC(NC(=O)C12CC3CC(CC(C3)C1)C2)C(=O)NCCN(C)C (centres undefined)	9	-17
CCCCOc1ccc(C(C)NC(=O)C2CCCN(S(=O)(=O)CC)C2)cc1 (centres undefined)	-3	-1
CCC(=O)N1CCc2cc(S(=O)(=O)CCC(=O)NCCC3=CCCCC3)ccc21	·	-1
COC(=O)c1ccccc1OC(=O)c1cccnc1	11	·
O=C(NCc1cccnc1)C1CC(=O)N(c2ccc(F)cc2)C1 (centres undefined)	6	-12
CC1CCCN(CCOCCOc2ccc(Cl)cc2Br)C1 (centres undefined)	-12	·
O=C(NCc1ccccn1)c1cc2n(n1)C(C(F)(F)F)CC(c1ccco1)N2 (centres undefined)	-7	-12
Cc1cc(C)n2c(SC/C(O)=C(\C#N)c3nc4ccccc4[nH]3)nnc2n1	0	83*
Cc1cc(C)nc(N(C#N)CC(=O)N(c2ccccc2)C(C)C)n1	0	-9
CCn1c(=O)cc(OCC(=O)NCCC(C)C)c2ccccc21	-8	-4
Cc1cccc(NC(=O)/C(=C\c2ccco2)NC(=O)c2cccs2)c1	7	·
Cc1nc(NC2=NCN(CC3CCCO3)CN2)nc2ccccc12 (centres undefined)	·	3
Cc1ccccc1NC(=O)N1CCCC(c2nc(-c3ccc(C(C)C)cc3)no2)C1 (centres undefined)	-14	5
CN1CCN(c2ccc([N+](=O)[O-])cc2S(=O)(=O)N2CCOCC2)CC1	5	·
CC(C)(C)OC(=O)NCCc1nnc(SCC(=O)c2ccc(Cl)cc2)o1	4	1
N#Cc1c(N)sc(=S)c2c1CCCC2	0	67*
CCOC(=O)N1CCC(NC(=O)C2CCN(S(=O)(=O)c3cnc[nH]3)CC2)CC1	11	-6
Cc1cc(SCC(=O)c2ccccc2)n2nc(C)nc2n1	7	-12
COc1ccc(C(=O)NCc2cccnc2)cc1OC	10	-7
Cc1cccc(-c2noc(Cc3ccccc3)n2)c1	-15	-30
O=C(CSc1ccc2nnc(-c3ccccn3)n2n1)Nc1ccc2c(c1)OCO2	4	-1
CCNC(=O)CP(=O)(c1ccccc1)c1ccccc1	17	-3
Cc1c(C(=O)NCCC2=CCCCC2)oc2ccc(S(=O)(=O)N3CCC4(CC3)OCCO4)cc12	-8	2
CC1CCCCN1CCn1cnc2c([nH]c3ccccc32)c1=O (centres undefined)	-6	-4
CCCCCn1c(C(C)NC(=O)CCC)nc2ccccc21 (centres undefined)	-12	-8
COc1ccc(NS(=O)(=O)c2ccc(NC(C)=O)cc2)cc1OC	3	4
COc1cc2nc(CN3C(=O)c4ccccc4C3=O)oc(=O)c2cc1OC	17	1
COCCn1c(SCC(=O)Nc2cccc(C)c2)nnc1C(C)C	2	-21
COc1ccccc1OCC(=O)OCC(=O)NCCN1C(=O)CSC1=O	-13	-7
CCC(=O)N(Cc1ccco1)c1nc(-c2ccccc2)cs1	-10	-5
Cn1c(=O)cc(OCCCC(=O)Nc2ccccn2)c2ccccc21	-18	-22
CSCCC(NS(=O)(=O)c1ccc2c(c1)oc(=O)n2C)C(=O)NC1CCCCC1 (centres undefined)	5	-3
Cc1cccnc1NC(=S)NC(=O)/C=C/c1ccco1	46	·
CC(C)c1nc(NCCN2CCOCC2)c(C#N)c2c1COC(C)(C)C2	-11	-7
CC(Sc1cccc2cccc(C(=O)O)c12)C(=O)O (centres undefined)	-8	-3
Cc1ccc(S(=O)(=O)N2CCCCC2C(=O)N2CCN(C)CC2)cc1 (centres undefined)	3	·
CCN(c1cccc(C)c1)S(=O)(=O)c1ccc2c(c1)CCN2C(C)=O	12	-64

Not a retest: an excerpt of the list.
SMILES	RmlC RmlD mix	HIV RNase H inh
CC(Sc1cccc2cccc(C(=O)O)c12)C(=O)O (centres undefined)	-8	-3
Cc1ccc(S(=O)(=O)N2CCCCC2C(=O)N2CCN(C)CC2)cc1 (centres undefined)	3	·
CCN(c1cccc(C)c1)S(=O)(=O)c1ccc2c(c1)CCN2C(C)=O	12	-64

Further records follow:
SMILES	RmlC RmlD mix	HIV RNase H inh
O=C(c1cnc2ccccn2c1=O)N1CCc2ccccc21	-8	-3
CCCCNC(=O)C(NS(=O)(=O)c1cccc2nsnc12)c1ccccc1 (centres undefined)	-14	-30
O=C(NC1CCCC1)C(c1ccsc1)N(C(=O)Cc1cccs1)c1ccccc1 (centres undefined)	8	·
COc1ccc(-c2cc(-c3ccccc3)c(C#N)c(S(C)(=O)=O)n2)cc1	36	·
CCn1c(Sc2ccc(N)cc2Cl)nc2ccccc21	-5	-69
CCCCCSc1nc2c(cnn2-c2ccccc2)c(=O)[nH]1	-11	3
Cc1csc(NC(=O)COc2ccc3c(C)cc(=O)oc3c2)n1	-15	·
O=c1cc(CSc2nnnn2-c2ccccc2)[nH]c2[nH]n(-c3ccccc3)c(=O)c12	6	7
COc1cccc(CC(=O)NCC2COc3ccccc3O2)c1OC (centres undefined)	69	-11
CSc1nc(NC(C)=O)nc(C)c1Br	-11	·
O=C(Nc1nc2c(s1)CCCC2)c1ccc(Br)o1	-10	-13
CCN(CC)CCCNC(=O)C1c2cc(OC)c(OC)cc2C(=O)N(C)C1c1cccs1 (centres undefined)	-5	·
CCOC(=O)C1(C)NC(c2ccc(N(C)C)cc2)C2C(=O)N(CC)C(=O)C21 (centres undefined)	5	2
O=C(c1ccccc1)N1CCCC(c2nc3c(nnn3Cc3ccccc3)c(=O)[nH]2)C1 (centres undefined)	13	2
CCCCNC(=O)c1ccc2c(OCC)n(CCCC)nc2c1	1	·
O=C(Cn1nc(-c2ccc(F)cc2)ccc1=O)Nc1ccc(C(=O)NC2CC2)cc1	0	·
Brc1ccc(-c2nc(-c3ccncc3)no2)o1	9	-43
N#Cc1c(/N=C/c2ccco2)sc2c1CCC2	45	-3
O=C(Cc1cccs1)Nc1nnc(CCc2ccccc2)s1	-8	-7
O=C(CSc1ncc(-c2ccc(F)cc2)[nH]1)Nc1cccc(O)c1	5	-7
O=c1nc(/C=C/c2ccc(-c3ccc(F)cc3)o2)cc(C(F)(F)F)[nH]1	3	·
Cn1ccnc1SCc1cc(=O)[nH]c2ccccc12	5	-58
CCOC(=O)CC1ON(C)C(=O)N1c1ccc([N+](=O)[O-])cc1 (centres undefined)	1	·
CCOC(=O)c1sc(NC(NC(=O)c2ccco2)(C(=O)OC)C(F)(F)F)nc1C (centres undefined)	14	-9
COc1ccccc1N1CCN(S(=O)(=O)c2ccc(Cl)s2)CC1	-12	0
COc1ccc(-c2coc3cc(O)cc(O)c3c2=O)cc1	-17	-5
CCOC(=O)c1cc2c(ccn2C)n1CC(=O)N1CCC(C)CC1	5	·
CCCCN1C2CCCC1CC(NC(=O)c1ccc(OC)c(OC)c1)C2 (centres undefined)	0	-13
CCc1cc2ccc(C)cc2nc1SCC(=O)N1CCN(C(=O)c2ccco2)CC1	6	-9
CCCCN1Cc2cc(C(=O)c3cc(F)ccc3O)cnc2NC1=O	-5	1
CCOC(=O)c1cnn(-c2ccccc2)c1NC(=O)CSc1nnc(-c2cccs2)n1CC	-12	·
CCOC(=O)CSc1nnc(CNc2ccc(Cl)cc2)n1-c1ccccc1	-10	-2
CC(C)(C)c1ccc(SCC(N)=O)cc1	-7	-12
CC(C)CC(NC(=O)c1ccc(Cl)cc1)C(=O)O (centres undefined)	-7	·
Cc1ccc(CN(CC(=O)NCCc2ccccc2)C(=O)CCCC(=O)Nc2cc(C)on2)cc1	-11	-69
COc1cccc(NC(=O)Cn2c(=O)n(CCCC(=O)NCc3ccco3)c(=O)c3ccccc32)c1	-15	-12
CCNC(=O)NC(=O)CSc1ccc(NC(C)=O)cc1	6	-1
CS(=O)(=O)N(CC(=O)N1CCc2ccccc2C1)Cc1ccccc1	11	·
COC(=O)C1=C(N)Oc2cc(C)n(Cc3ccccc3)c(=O)c2C1c1ccccc1 (centres undefined)	4	·
COc1ccc(N2CCN(c3nc4ccccc4nc3NS(=O)(=O)c3ccccc3)CC2)cc1	9	·
O=C1CC(c2cccs2)Sc2nc3ccccc3n21 (centres undefined)	0	-17
Cc1cc(C)c(S(=O)(=O)N(C2=NCCS2)S(=O)(=O)c2c(C)cc(C)cc2C)c(C)c1	-12	·
CCC(=O)N1CCc2cc(S(=O)(=O)CCC(=O)Nc3ccc(C)c(F)c3)ccc21	12	-3
CC(=O)N1CCC2(CC1)C(C#N)=C(N)Oc1n[nH]c(CSc3ccc(C)cc3)c12	-8	6
CS(=O)(=O)c1sc2nc(-c3ccccc3)cc(-c3ccccc3)c2c1N	-28	·
CSc1nc(C)cc(OCCNS(=O)(=O)c2cc(C)ccc2C)n1	13	0
O=C(CCNS(=O)(=O)c1cccc2nsnc12)Nc1ccc2c(c1)OCCO2	0	-24
Cn1c(=O)[nH]c(=O)c2c1nc(NCc1ccccc1)n2CC(O)c1ccccc1 (centres undefined)	10	1

Among those listed so far, three have a nitro group on carbon:
SMILES	RmlC RmlD mix	HIV RNase H inh
CC(C)N(c1ccccc1)c1ncnc(NCCC(=O)O)c1[N+](=O)[O-]	2	·
CN1CCN(c2ccc([N+](=O)[O-])cc2S(=O)(=O)N2CCOCC2)CC1	5	·
CCOC(=O)CC1ON(C)C(=O)N1c1ccc([N+](=O)[O-])cc1 (centres undefined)	1	·

(list continues)
SMILES	RmlC RmlD mix	HIV RNase H inh
C=C(C)C(=O)Nc1cccc(C2=NOC3(C2)C[C@H](C(N)=O)N(C(=O)CC)C3)c1 (some centres undefined)	-4	·
Cc1c(Cl)c([N+](=O)[O-])nn1Cc1ccc(C(=O)N/N=C\c2cccc(Br)c2)o1	-8	·
CC1CCc2cc(F)cc3c(O)c(C(=O)NCc4ccco4)c(=O)n1c23 (centres undefined)	·	5
Cc1n[nH]c(C)c1CCCOc1ccccc1	-8	·
Cc1cccc(NC(=O)c2sc(Cl)nc2-c2ccccc2)c1	-7	·
CCOc1ccc(OCC)c(NC(=O)CSc2nnc(-c3cccnc3)o2)c1	-6	-1
Cc1ccc(-c2nnn(CC(=O)N(Cc3cccs3)C(C(=O)NC3CCCC3)c3ccncc3)n2)cc1 (centres undefined)	8	·
CCc1ccc(OCC(=O)OCC(=O)c2ccc3c(c2)NC(=O)CO3)cc1	-8	·
O=NC1=C(c2c(O)[nH]c3ccccc23)CCCC1	1	-4
Cc1cccc(-c2n[nH]c([N+](=O)[O-])n2)c1	6	·
CC(C)C[C@H](CO)Nc1nc(N(C)c2cccc(Cl)c2)c2ncn(C(C)C)c2n1	4	·
COc1ccc(C2NC(=O)CS2)cc1OC (centres undefined)	-9	-17
CCc1nc(N)c(C#N)c(-c2ccccc2OC)c1C	5	-4
CCOc1ccccc1NC(=O)Cc1coc2cc(C)ccc12	-5	·
COc1ccc(-c2nc(S(=O)(=O)c3ccc(C)cc3)c(N3CCCC3)o2)cc1	-16	4
Cn1c(SCc2ccccc2)nnc1-c1ccncc1	-13	-21
CCn1c(SCC(=O)c2ccccc2)nnc1-c1cccs1	13	·

Single records (already shown). Values in the order: RmlC RmlD mix	HIV RNase H inh
CCc1nc(N)c(C#N)c(-c2ccccc2OC)c1C is listed as 5	-4
CCn1c(SCC(=O)c2ccccc2)nnc1-c1cccs1 is listed as 13	·
CCOc1ccccc1NC(=O)Cc1coc2cc(C)ccc12 is listed as -5	·
Cn1c(SCc2ccccc2)nnc1-c1ccncc1 is listed as -13	-21
COc1ccc(-c2nc(S(=O)(=O)c3ccc(C)cc3)c(N3CCCC3)o2)cc1 is listed as -16	4
